From PubChem
CHRM1 PAM: positive allosteric modulators of human M1 muscarinic receptor; P11229; CHO-K1 hM1, Fluo-8 calcium fluorescence, ACh EC20; 0% = ACh EC20, 100% = maximal ACh; activation, % at 3 µM; 360,000 compounds, 0.088% hits; AID 588819; in the data active = activation above about 19%, passing the limit was not always enough
Target sequence (P11229 whole entry, looked up): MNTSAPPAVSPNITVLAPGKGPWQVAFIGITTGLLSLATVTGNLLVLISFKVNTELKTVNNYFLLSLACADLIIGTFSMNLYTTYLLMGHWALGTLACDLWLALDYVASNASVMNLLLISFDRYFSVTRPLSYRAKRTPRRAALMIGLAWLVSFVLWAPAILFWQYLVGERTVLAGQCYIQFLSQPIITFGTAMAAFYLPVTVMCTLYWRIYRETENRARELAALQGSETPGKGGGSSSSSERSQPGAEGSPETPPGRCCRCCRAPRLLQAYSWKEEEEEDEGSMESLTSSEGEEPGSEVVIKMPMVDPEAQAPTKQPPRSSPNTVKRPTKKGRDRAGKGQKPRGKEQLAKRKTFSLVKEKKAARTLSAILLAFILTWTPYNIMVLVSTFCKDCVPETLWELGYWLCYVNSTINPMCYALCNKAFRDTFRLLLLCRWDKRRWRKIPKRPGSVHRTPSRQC
TAAR1 antagonist: antagonists of human TAAR1. Q96RJ0. CHO RD-HGA16 TAAR1, Fluo-8 calcium fluorescence, antagonist. inhibition, % at 3 µM. 360,000 compounds, 1.5% hits. AID 624466;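 active = inhibition above a per-plate cutoff, the mean inhibition of test compounds on that plate plus 3 SD, cut at about 49% in these data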;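 also: 0% = DMSO plus EC80 beta-PEA response and 100% = DMSO alone without agonist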
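Material: RD-HGA16 CHO cells with stable hTAAR1 and Gα16; Dosing: single nominal final test compound concentration of 3 µM; Schedule: seeding 17-24 h prior, 75-min 37 °C, 30-min RT dye loading; Detection: kinetic Fluo-8 calcium fluorescence measurement; Measure: % inhibition from peak post-agonist over basal fluorescence ratio; Benchmarks: vehicle and agonist controls.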
CHRM1 agonist: human M1 muscarinic receptor agonism; P11229; CHO-K1 hM1, Fluo-8 calcium fluorescence, agonist mode; 0% DMSO, 100% acetylcholine EC100; activation, % at 3 µM; 360,000 compounds, 0.33% hits; AID 588814;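 active = activation above the run's mean compound activation plus 3 SD, cut at about 16% in these data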;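 also: peak over basal fluorescence ratio within a 140 s kinetic read after compound addition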
M1 antag: human CHRM1 antagonism | inhibition, % at 3 µM | 360,000 compounds, 1.3% hits | CHO-K1 hM1, Fluo-8 calcium fluorescence, ACh EC80 antagonist | AID 588852;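 active = percent inhibition above its own plate's cutoff, namely the mean of that plate's compound wells plus 3 SD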;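 also: peak over basal fluorescence ratio during 140 s after agonist addition; 0% = ACh EC80 plus DMSO and 100% = DMSO alone without agonist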
CHO parental Ca: signal in parental CHO cells, OX1R antagonist counter-screen. parental CHO-K1, ATP-induced calcium, Fluo-8 fluorescence. 330,000 compounds, 0.63% hits. inhibition, % at 5.6 µM;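 active = inhibition above that plate's mean sample inhibition plus 3 SD, cut at about 26% in these data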;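 also: 0% = ATP-challenged DMSO wells and 100% = DMSO wells without ATP; some compounds past the cut are filed as inactive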
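Assay system: parental CHO cells; Read-out basis: percent inhibition of ATP-evoked calcium rise, normalized to controls; Benchmarks: ATP and no-ATP DMSO wells; Compound dosing: single nominal dose of 5.6 µM per compound; Signal: Fluo-8 calcium dye fluorescence; Also added: ATP as calcium-mobilizing challenge; Repeats: singlicate.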
TAAR1 ag: human TAAR1 agonism; Q96RJ0; activation, % at 3 µM; CHO RD-HGA16 TAAR1, Fluo-8 calcium fluorescence; vehicle wells 0%, saturating PEA agonist 100%; 360,000 compounds, 0.99% hits; AID 624467;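 active = activation above the mean activation of all test compounds in the run plus 3 SD, cut at about 38% in these data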
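System: CHO RD-HGA16 cells carrying human TAAR1 plus Gα16; Incubation: 17-24 h seeding, 75 min 37 °C dye, 30 min RT; Measured by: Fluo-8 fluorescence, 5 s baseline then 140 s kinetic read; Control set: DMSO and PEA EC100; Replication: single well for each compound.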
V1R ag counter: counter-screen for oxytocin receptor agonists: human V1a receptor agonists; 320,000 compounds, 0.25% hits; activation, % at 3 µM; CHO-V1R cells, Fluo-8 calcium fluorescence, agonist mode; 0% DMSO, 100% 3 nM vasopressin; AID 2797;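 active = activation above the mean activation of all tested compounds plus 3 SD, per screening run, cut at about 20% in these data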;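 also: signal is peak over basal fluorescence ratio across a 100 second FLIPR read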
Target sequence (P37288 whole entry, looked up): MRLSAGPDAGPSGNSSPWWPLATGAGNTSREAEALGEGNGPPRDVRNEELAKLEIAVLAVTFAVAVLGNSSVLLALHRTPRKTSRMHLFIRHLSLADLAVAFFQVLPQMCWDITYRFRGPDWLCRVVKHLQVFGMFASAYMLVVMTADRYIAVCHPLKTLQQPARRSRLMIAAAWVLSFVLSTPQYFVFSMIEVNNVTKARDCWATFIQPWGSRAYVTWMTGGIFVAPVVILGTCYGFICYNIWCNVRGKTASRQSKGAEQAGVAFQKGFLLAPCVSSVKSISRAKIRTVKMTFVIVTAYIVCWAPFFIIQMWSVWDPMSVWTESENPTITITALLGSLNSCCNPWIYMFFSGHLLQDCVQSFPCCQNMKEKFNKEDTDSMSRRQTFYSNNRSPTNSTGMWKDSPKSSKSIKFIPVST
OXTR potentiate: potentiates the human oxytocin receptor response. AID 2445. activation, % at 3 µM. CHO-OTR cells, Fluo-8 calcium fluorescence, potentiator mode; 0% = oxytocin EC15, 100% = EC100. 320,000 compounds, 0.061% hits. P30559;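 active = activation above that plate's cutoff, the mean activation of tested compounds plus 3 SD, cut at about 6.6% in these data, passing the limit was not always enough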;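 also: 100% uses oxytocin at 75 nM as the full agonist control; some results filed as inactive read as strong as hits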
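Assay system: CHO cell line stably expressing human OTR. Reagent: EC15 oxytocin agonist. Dosing: single dose, 3.0 µM nominal final compound concentration. Timing: compound 6 min at room temperature before oxytocin, 100 s read. Signal: kinetic Fluo-8 calcium fluorescence. Controls: oxytocin EC15 low and EC100 high.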
OXTR agonist: agonists of human oxytocin receptor. P30559. CHO-OTR cells, Fluo-8 calcium fluorescence; normalized: DMSO 0%, oxytocin 100%. activation, % at 3 µM. 320,000 compounds, 0.32% hits. AID 2435;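 active = activation above the mean of all tested compounds plus 3 SD, cutoff set per screening run, cut at about 20% in these data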;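 also: peak over basal fluorescence ratio from a 100 s FLIPR kinetic read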
* = called active by the depositor; . = no result given.

SMILES | CHRM1 PAM | TAAR1 antagonist | CHRM1 agonist | M1 antag | CHO parental Ca | TAAR1 ag | V1R ag counter | OXTR potentiate | OXTR agonist
O=C(NCCCN1CCCC1=O)c1ccc(NS(=O)(=O)c2cccc([N+](=O)[O-])c2)cc1 | 13 | -25 | -5 | -14 | -3 | 1 | 1.2 | 3 | 1.4
CCCCCCCC(=O)Nc1ccc(C(=O)N/N=C/c2cccc([N+](=O)[O-])c2)cc1 | 3 | 2 | -3 | -4 | 2 | 0 | 0.6 | -12 | -0.3
COc1ccccc1OCc1cc(C(=O)NCc2ccc(N3CCCC3=O)cc2)no1 | 7 | -3 | -3 | -6 | -17 | 0 | 3.0 | -7 | 0.0
N=c1c2c(-c3ccccc3)c(-c3ccccc3)n(Cc3ccco3)c2ncn1CCCN1CCOCC1 | -12 | 4 | -8 | 13 | -34 | 13 | 2.4 | 2 | 1.2
Cc1cc(N2CCCC2)ccc1/C=C1\NC(=S)N(C)C1=O | -13 | 32 | 23* | 18 | 41* | 51* | 49* | -20 | 54*
O=[n+]1c2c(n([O-])c3c1CCCC3)CCCC2 | 5 | -7 | -3 | -3 | -2 | 18 | 0.4 | 1 | 1.4
Cc1c(NC(=O)c2cnn3c2NC(c2ccco2)CC3C(F)(F)F)c(=O)n(-c2ccccc2)n1C (stereo not given) | -3 | -10 | -5 | 2 | -12 | 1 | 0.3 | -5 | 1.1
CCOC(=O)c1cnc2cc(-c3ccc(Cl)cc3)nn2c1N | 2 | -5 | -2 | -24 | -11 | 3 | 0.6 | 5 | 1.1
O=C1CCC(=O)N1CNc1ccccn1 | 12 | -3 | 3 | -24 | 5 | 4 | 1.6 | -11 | -0.4
CC(C)(C)NC(=O)C1(C)CCC(=O)N1CC(F)(F)F (stereo not given) | 3 | -26 | 3 | 8 | . | 1 | . | . | .
NNC(=O)COc1ccc(-c2nccc(-c3ccc(F)cc3)n2)cc1 | 5 | -8 | -4 | -6 | -10 | -1 | 2.0 | -10 | -0.4
Oc1ccc(-c2csc(Nc3ccc4c(c3)OCO4)n2)c(O)c1 | -3 | 24 | -5 | 6 | . | 1 | . | . | .
O=C(COC(=O)C1CC(=O)N(c2ccc3c(c2)OCCO3)C1)NC1CCCc2ccccc21 (stereo not given) | 5 | 10 | -3 | -5 | -27 | 2 | 0.8 | 0 | -0.6
O=C(COC(=O)CN1C(=O)NC2(CCCC2)C1=O)Nc1ccccc1C(F)(F)F | 1 | -16 | -1 | -7 | -3 | 3 | -0.7 | -11 | -0.9
O=C(Cn1cc(C(=O)C(F)(F)F)c2ccccc21)N1CCOCC1 | -2 | -12 | -3 | 10 | -7 | 3 | 0.6 | -10 | -0.9
CC(C)C(=O)c1ccc(O)c(O)c1 | 5 | -36 | -2 | -10 | 0 | 1 | 1.6 | 3 | 1.3
CC1(C)CCC(=O)C=C1Nc1ccc(F)c(Cl)c1 | 6 | -13 | 0 | -11 | . | 2 | . | . | .
CC(=O)c1ccc(N=Nc2ccc(C)cc2)cc1 | 9 | 13 | -9 | -5 | . | 1 | . | . | .
O=[N+]([O-])c1ccc(Cl)c(/C=N/N2CCN(c3ccccc3)CC2)c1 | -3 | 2 | -4 | -16 | -20 | 2 | 0.5 | -9 | -1.9
Cc1ccc(CNC(=O)Nc2nnc([C@H]3C[C@H](O)[C@@H](CO)O3)s2)cc1 | 7 | -3 | 1 | -5 | . | 1 | . | . | .

Profiles, looked up by structure. Order of screens: CHRM1 PAM | TAAR1 antagonist | CHRM1 agonist | M1 antag | CHO parental Ca | TAAR1 ag | V1R ag counter | OXTR potentiate | OXTR agonist
CC(C)(C)NC(=O)C1(C)CCC(=O)N1CC(F)(F)F (stereo not given) is listed as 3 | -26 | 3 | 8 | . | 1 | . | . | .
O=[N+]([O-])c1ccc(Cl)c(/C=N/N2CCN(c3ccccc3)CC2)c1 is listed as -3 | 2 | -4 | -16 | -20 | 2 | 0.5 | -9 | -1.9

Reformatted as labelled records: entries from further up
O=C(NCCCN1CCCC1=O)c1ccc(NS(=O)(=O)c2cccc([N+](=O)[O-])c2)cc1
- CHRM1 PAM: 13
- TAAR1 antagonist: -25
- CHRM1 agonist: -5
- M1 antag: -14
- CHO parental Ca: -3
- TAAR1 ag: 1
- V1R ag counter: 1.2
- OXTR potentiate: 3
- OXTR agonist: 1.4
CC(C)C(=O)c1ccc(O)c(O)c1
- CHRM1 PAM: 5
- TAAR1 antagonist: -36
- CHRM1 agonist: -2
- M1 antag: -10
- CHO parental Ca: 0
- TAAR1 ag: 1
- V1R ag counter: 1.6
- OXTR potentiate: 3
- OXTR agonist: 1.3

Continued.
SMILES | CHRM1 PAM | TAAR1 antagonist | CHRM1 agonist | M1 antag | CHO parental Ca | TAAR1 ag | V1R ag counter | OXTR potentiate | OXTR agonist
O=c1[nH]c(C2CCCN(S(=O)(=O)c3ccc(F)cc3)C2)nc2c1nnn2Cc1ccc(F)cc1 (stereo not given) | 6 | -27 | 1 | 5 | -8 | 5 | 1.6 | 1 | 0.2
CN1CCN(S(=O)(=O)c2ccc(Oc3ccc(F)cc3Br)nc2)CC1 | -6 | -7 | -1 | 16 | -5 | 2 | 0.1 | 0 | 1.2
O=C(CSc1cn(CC(=O)N2CCOCC2)c2ccccc12)N1CCOCC1 | -3 | -17 | -3 | 6 | -13 | 1 | 0.1 | -2 | -0.5
O=C(Oc1ccc(-c2cnc3ccccc3n2)cc1)c1ccco1 | 3 | 13 | -5 | -7 | -23 | 10 | 0.3 | -1 | -0.6
Cc1cc(C)nc(N/N=C/c2cc(C)n(CC(F)(F)F)c2C)n1 | -6 | -16 | -6 | -4 | -12 | 3 | -0.3 | -4 | 0.1
O=C(NC(=S)Nc1ccccc1[N+](=O)[O-])c1ccccc1 | 0 | 13 | 2 | 7 | -21 | 1 | -0.9 | -4 | -1.2
CC(=O)c1c(C)oc2ccc(OCc3ccccc3)cc12 | 1 | -22 | -4 | -4 | . | 0 | . | . | .
O=C(/C=C/c1ccco1)Nc1nc(-c2ccccn2)cs1 | 3 | -7 | -14 | -5 | -20 | 8 | 0.2 | -5 | -1.0
Cc1ccccc1-c1nc(NCC2CC2)nc2ccsc12 | -23 | 35 | -9 | 32 | . | -2 | . | . | .
CC(=O)c1cccc(Nc2cc(C)nc3c(C)cc(C)cc23)c1 | -1 | -16 | -15 | 3 | -19 | -2 | -1.2 | 2 | -2.1
C=C1CC2(CC(c3ccccc3)OC(c3ccccc3)C2)OC1=O (stereo not given) | 4 | -5 | -4 | -7 | . | 1 | . | . | .
CCCCc1cc(=O)oc2cc(OCC(=O)N(CC)CC)ccc12 | 12 | 1 | -4 | -6 | -15 | 4 | -0.2 | 1 | 1.0
O=c1cc(-c2ccccc2)[nH]n2cnnc12 | 6 | 3 | 2 | -3 | -1 | 2 | 0.3 | -17 | 1.6
CC(C)(C)c1ccc(OCCN2CCCC2)cc1 | -2 | 13 | -15 | 10 | 0 | 10 | 1.3 | -3 | 0.1
Fc1ccccc1COc1ccccc1/C=N/Nc1nc(N2CCCC2)nc(N2CCCC2)n1 | 7 | 7 | -6 | -2 | -3 | -2 | -0.1 | -9 | -0.4
O=C(Cc1ccc(F)cc1)N1CCOCC1 | 9 | -16 | 0 | -14 | -8 | 0 | -0.2 | -9 | 0.1
Cc1ccc(C(=O)NC2CCCC2)cc1S(=O)(=O)N1CCCCC1 | -3 | -13 | -2 | 2 | -15 | -1 | 0.4 | -1 | -0.5
CC(OC(=O)c1cccnc1Cl)C(=O)Nc1ccc2c(c1)OCO2 (stereo not given) | 0 | 5 | -3 | 3 | -5 | -1 | -0.1 | -5 | -1.0
Cc1cc(C)cc(N2C(=O)C3C4C=CC(C4)C3C2=O)c1 (stereo not given) | 10 | -11 | -4 | -5 | -12 | 7 | -0.9 | -2 | -1.1
CCc1ccccc1NC(=O)Nc1ccsc1C(=O)OC | 8 | -35 | -4 | -8 | -11 | 2 | -0.7 | 4 | -1.3
CN(C)CCCN(C(=O)c1ccc(S(=O)(=O)N2CCc3ccccc3C2)cc1)c1nc2c(F)cccc2s1 | 0 | 30 | -4 | -3 | -32 | 31 | 1.0 | -8 | 0.7
O=C(CNC(=O)c1ccc(Br)o1)Nc1ccc(N2CCCCCC2)cc1 | -3 | -6 | -7 | 8 | . | 0 | . | . | .
Cc1ccc(C)c(S(=O)(=O)Nc2ccc(C(=O)NCC(c3ccco3)N(C)C)cc2)c1 (stereo not given) | -13 | 3 | -6 | 10 | -22 | 1 | 0.4 | -6 | 1.7
COc1cccc(/C=C/C(=O)Nc2ccc3nc4n(c(=O)c3c2)CCCC4)c1OC | 0 | 0 | 0 | 8 | -10 | 2 | -0.9 | -18 | -1.4
CCc1c(C)nc(SCC(=O)N2CC(C)OC(C)C2)[nH]c1=O (stereo not given) | -6 | -6 | 0 | 18 | -5 | 22 | 2.1 | 3 | 0.1
O=C(O)c1cccc(Oc2ncnc3sc4c(c23)CCCC4)c1 | 3 | -15 | -1 | 3 | -7 | 1 | 1.9 | -11 | -0.5
O=C(CSc1nc2ccccc2o1)c1ccccc1 | -3 | -8 | 0 | -14 | -17 | 13 | -0.7 | -4 | -0.8
CC(C)N1C(=O)S/C(=C\c2ccc(-c3ccc(Cl)c(C(=O)O)c3)o2)C1=O | 14 | -15 | 4 | -19 | 2 | 0 | -1.7 | -14 | -0.5
CCOP(=O)(CN(CC)C(=O)c1ccccc1Br)OCC | 3 | 4 | -1 | -9 | -14 | 3 | 0.8 | -5 | -1.6
Cc1cn([C@H]2C[C@H](O)[C@@H](CCC(=O)NCCc3ccc4ccccc4c3)O2)c(=O)[nH]c1=O | 2 | 1 | -3 | -21 | . | -1 | . | . | .

In the list so far, these have an aryl methoxy group.
SMILES | CHRM1 PAM | TAAR1 antagonist | CHRM1 agonist | M1 antag | CHO parental Ca | TAAR1 ag | V1R ag counter | OXTR potentiate | OXTR agonist
COc1ccccc1OCc1cc(C(=O)NCc2ccc(N3CCCC3=O)cc2)no1 | 7 | -3 | -3 | -6 | -17 | 0 | 3.0 | -7 | 0.0
COc1cccc(/C=C/C(=O)Nc2ccc3nc4n(c(=O)c3c2)CCCC4)c1OC | 0 | 0 | 0 | 8 | -10 | 2 | -0.9 | -18 | -1.4
